Bioassay records from PubChem BioAssay.
IL1B secr inh – inflammasome signaling inhibition, IL-1 beta readout; hit rate 4.7% among 360,000; activity change, % at 57.5 µM; THP-1 LPS/ATP IL-1B secretion, AlphaLISA, 16 h; active compounds read low; in the data active = activity change below about -50%; inconclusive = mostly about -30% to -49%; also: % is scaled to controls: 0 for no effect and ±100 for the full control effect
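Secreted IL-1B measured by AlphaLISA bead assay after 16 h compound exposure of THP-1 cells; compounds (final up to 57.5 uM) added 1 h before LPS (250 ng/mL) and ATP (1.25 mM) stimulation; lower signal means less secretion.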
ATXN2 expr inh – ATXN2 expression inhibition. HEK-293 ATXN2-luciferase reporter, luminescence, 24 h. Potency, µM (highest dose often 57 µM), inactives show at the top dose activity change, negative = inhibition, most hits filed as inhibitors. hit rate 0.72% among 360,000; also: potency is read from the fitted curve at half-maximal effect; % is scaled to controls: 0 for no effect and ±100 for the full control effect; nearly all actives have a fitted effect of over 55% in size
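qHTS (up to 57 uM final) was run with 24 h compound exposure of reporter cells at 37 °C. Each well was multiplexed: SteadyGlo luminescence measured ATXN2-luciferase expression after a fluorogenic Gly-Phe-AFC viability readout (25 uM final).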
ATXN viability – viability counter-screen for ATXN expression inhibitors; S2 cells (HEK-293 line with an ATXN2-luciferase reporter) viability, CellTiter-Fluor protease fluorescence, 24 h; Potency, µM (top dose mostly 56.7 µM), hits mostly cytotoxic; hit rate 0.49% among 400,000; AID 651635; also: potency is read from the fitted curve at half-maximal effect; nearly all actives have a fitted effect of over 40% in size
KB-V1 MDR tox – kills drug-selected multidrug resistant KB-V1 cells | AID 1347076 | Potency, µM (doses to about 46.1 µM), for the others: at the highest dose activity change, negative = cytotoxicity, hits mostly cytotoxic | hit rate 3.4% among 400,000 | KB-V1 MDR cells viability, CellTiter-Glo, 72 h; also: potency is read from the fitted curve at half-maximal effect; % is scaled to controls: 0 for no effect and ±100 for the full control effect; nearly all actives have a fitted effect of over 60% in size
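Cells of the MDR subline KB-V1 are plated, dosed with compound at multiple concentrations, and incubated 72 h at 37 degrees C; CellTiter-Glo is then added and luminescence read after 10 min.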
HT1080 IDH1KD tx – kills HT-1080 cells with IDH1 knockdown; HT-1080 IDH1 knockdown viability, ATP luminescence, 48 h; AID 686971; Potency, µM (doses to about 46.1 µM), without a hit: at the top dose activity, negative = toxicity, actives largely listed as cytotoxic; hit rate 2% among 360,000;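 also: potency is read from the fitted curve at half-maximal effect; 0% = DMSO wells and -100% = cell-free medium wells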
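Using the IDH1-knockdown HT-1080 line run in the same batch and compound series as the NT line, viability after 48 h at 37 °C was determined by CellTiter-Glo luminescence and expressed as % activity.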
SW480 rereplic – DNA re-replication induction in SW480 cells | SW480 DNA re-replication, Hoechst DNA content imaging, 48 h | Potency, µM (top dose mostly 46.1 µM), without a hit: at the top dose re-replication activation, hits mostly activators | hit rate 1.8% among 340,000; also: potency is read from the fitted curve at half-maximal effect; % of control where 0% means no effect; nearly all actives have a fitted effect of over 55% in size
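Hoechst fluorescence of nuclei (405 nm excitation, 500-530 nm emission) measured by plate-scanning imager after 48 hr compound exposure at 37 C; re-replication scored as increased number of nuclei with elevated intensity.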
MCF10A rerep – inducers of DNA re-replication in MCF 10A breast cells | MCF 10A DNA re-replication, Hoechst nuclear intensity, 48 h | hit rate 2.9% among 350,000 | Potency, µM (titrated, usually from 46.1 µM), for the others: at the highest dose activity, positive = re-replication, actives largely listed as activators; also: potency is read from the fitted curve at half-maximal effect; % of control where 0% means no effect; nearly all actives have a fitted effect of over 50% in size
HT1080NT lethal – kills 2HG-producing HT-1080-NT fibrosarcoma cells | Potency, µM (titrated, usually from 46.1 µM), for inactives: at the highest dose activity, negative = less viability, usual class: cytotoxic | HT-1080-NT fibrosarcoma viability, CellTiter-Glo ATP luminescence, 48 h | hit rate 1.6% among 360,000;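 also: NT is the 2HG producing partner of a matched IDH1 knockdown line; potency is read from the fitted curve at half-maximal effect; 0% = DMSO-treated cells and -100% = media-only wells without cells; nearly all actives have a fitted effect of over 55% in size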
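Viability by CellTiter-Glo luminescence after 48 h compound exposure at 37C of HT-1080-NT cells (750/well, RPMI, 5% FBS). % activity scaled between DMSO wells and medium-only wells, then curve-fitted and categorized by curve class.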
KB-3-1 tox – kills parental KB-3-1 adenocarcinoma cells; KB-3-1 viability, CellTiter-Glo ATP luminescence, 72 h; Potency, µM (titrated, usually from 46.1 µM), inactives show top-dose activity change, negative = cytotoxic, usual class: cytotoxic; AID 1347075; hit rate 1.4% among 400,000; also: potency is read from the fitted curve at half-maximal effect; % is scaled to controls: 0 for no effect and ±100 for the full control effect; nearly all actives have a fitted effect of over 60% in size
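Parental KB-3-1 viability, qHTS format: 72 h compound exposure, 37 °C; CellTiter-Glo; media-only wells and DMSO plates as controls; concentration-effect fits on corrected data.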
* hit, by the source's call; i = inactive; ? = inconclusive; . = no result given; [ ] = remark or other dose. Unless noted, calls follow the shape of the dose curve; as a rule, active = well fitted curve in the direction sought with a large enough effect; inconclusive = small, poorly fitted or top-dose-only effect, or another doubt; inactive = no such curve, though single readings can be large; an effect the other way counts as inactive or inconclusive.

Keys – A = IL1B secr inh; B = ATXN2 expr inh; C = ATXN viability; D = KB-V1 MDR tox; E = HT1080 IDH1KD tx; F = SW480 rereplic; G = MCF10A rerep; H = HT1080NT lethal; I = KB-3-1 tox
> COCC#Cc1cnc2c(c1)C(=O)N([C@H](C)CO)C[C@H](C)[C@@H](CN(C)S(=O)(=O)c1ccccc1)O2
  A: 20	B: 0%	C: i	D: -13%	E: 9%	F: .	G: .	H: 9%	I: 7%
> C/C(=N\NC(=O)c1cccc([N+](=O)[O-])c1)c1ccco1
  A: 14	B: 15%	C: ?	D: 4%	E: 18%	F: -6%	G: 1%	H: 18%	I: 7%
> O=C(Nc1cccnc1)c1ccc(CN2CCc3ccccc3C2)cc1
  A: 0	B: -23%	C: i	D: ?	E: -19%	F: 0%	G: 9%	H: 1%	I: -19%
> COc1ccc2c(c1)CCc1cc(C(=O)N3CCN(c4ccc(N5CCOCC5)nn4)CC3)sc1-2
  A: -11	B: ?	C: ?	D: -3%	E: -19%	F: 9%	G: ?	H: -15%	I: -28%
> Cc1ccc(-n2c(=O)[nH]cc(C(=O)Nc3ccc4c(c3)OCCO4)c2=O)cc1C
  A: 54	B: 14%	C: i	D: -6%	E: -8%	F: 22%	G: 3%	H: -17%	I: -4%
> O=C(OCC(=O)C12CC3CC(CC(C3)C1)C2)c1cccnc1
  A: 9	B: -17%	C: i	D: 3%	E: 18%	F: -5%	G: -2%	H: -6%	I: 0%
> COC(=O)COc1ccc(S(=O)(=O)NCCC2=CCCCC2)cc1Cl
  A: 10	B: -5%	C: i	D: 6%	E: 9%	F: 1%	G: 0%	H: -1%	I: 7%
> Cc1cc(C)cc(NS(=O)(=O)c2ccc(-c3cnc(C4CC4)o3)cc2)c1
  A: 24	B: .	C: i	D: 4.1µM*	E: 0.65µM*	F: -12%	G: ?	H: 1.3µM*	I: 1.2µM*
> O=C1C=C(NCc2ccc(Cl)c(Cl)c2)CC1
  A: 22	B: -14%	C: i	D: 1%	E: ?	F: -5%	G: 12%	H: -19%	I: ?
> O=C(NCCCN1CCOCC1)c1ccc(Br)s1
  A: 20	B: 12%	C: i	D: -17%	E: -6%	F: -5%	G: 12%	H: 9%	I: 9%

A stretch taken from the entries so far:
Keys – A = IL1B secr inh; B = ATXN2 expr inh; C = ATXN viability; D = KB-V1 MDR tox; E = HT1080 IDH1KD tx; F = SW480 rereplic; G = MCF10A rerep; H = HT1080NT lethal; I = KB-3-1 tox
> COC(=O)COc1ccc(S(=O)(=O)NCCC2=CCCCC2)cc1Cl
  A: 10	B: -5%	C: i	D: 6%	E: 9%	F: 1%	G: 0%	H: -1%	I: 7%
> Cc1cc(C)cc(NS(=O)(=O)c2ccc(-c3cnc(C4CC4)o3)cc2)c1
  A: 24	B: .	C: i	D: 4.1µM*	E: 0.65µM*	F: -12%	G: ?	H: 1.3µM*	I: 1.2µM*
> O=C1C=C(NCc2ccc(Cl)c(Cl)c2)CC1
  A: 22	B: -14%	C: i	D: 1%	E: ?	F: -5%	G: 12%	H: -19%	I: ?
> O=C(NCCCN1CCOCC1)c1ccc(Br)s1
  A: 20	B: 12%	C: i	D: -17%	E: -6%	F: -5%	G: 12%	H: 9%	I: 9%

Further compounds follow.
Keys – A = IL1B secr inh; B = ATXN2 expr inh; C = ATXN viability; D = KB-V1 MDR tox; E = HT1080 IDH1KD tx; F = SW480 rereplic; G = MCF10A rerep; H = HT1080NT lethal; I = KB-3-1 tox
> O=S(=O)(CCc1nnc(-c2ccccc2)o1)c1ccc2ccccc2c1
  A: -12	B: 2%	C: i	D: -9%	E: -8%	F: -9%	G: 1%	H: 2%	I: 9%
> COc1ccc(N(CCOc2ccccc2)S(=O)(=O)c2ccccc2)cc1
  A: -5	B: .	C: i	D: -14%	E: -12%	F: -3%	G: 19%	H: -6%	I: -9%
> CC(Cc1ccccc1)NC(=O)CC(c1ccccc1)c1ccccc1O (stereo not drawn)
  A: ?	B: -7%	C: i	D: -10%	E: -13%	F: 10%	G: 3%	H: -10%	I: -10%
> Cc1ccc(C(=O)N/N=C/c2c[nH]c3ccccc23)o1
  A: 19	B: 44%[activator]	C: i	D: 4%	E: -4%	F: -10%	G: 16%	H: 1%	I: 4%
> COc1cc2ccc(C(C)=O)c(O)c2cc1OC
  A: -10	B: .	C: i	D: ?	E: 0%	F: .	G: .	H: -2%	I: -15%
> Cc1ccc(N(Cc2cc(=O)[nH]c3ccccc23)C(=O)c2ccco2)cc1
  A: 13	B: 1%	C: ?	D: ?	E: -1%	F: 12%	G: 18%	H: 4%	I: ?
> CNCC(O)COc1ccccc1 (stereo not drawn)
  A: 25	B: 1%	C: i	D: 0%	E: 2%	F: 2%	G: -3%	H: 8%	I: -1%
> COc1c(C)cc(C(=O)C2CCCN(C(=O)c3csc(C)n3)C2)cc1C (stereo not drawn)
  A: 0	B: -18%	C: i	D: 1%	E: -3%	F: 27%	G: 2%	H: -4%	I: -5%
> CC(C)(C)NC(=O)CN(c1cccc([N+](=O)[O-])c1)S(=O)(=O)c1ccccc1
  A: 2	B: 7%	C: i	D: -16%	E: -6%	F: 1%	G: -2%	H: -2%	I: -1%
> Cc1ccc2c(c1)C(c1ccc(F)cc1)N(C(=O)c1cc3ccccc3oc1=O)CC(=O)N2 (stereo not drawn)
  A: 0	B: 2%	C: i	D: 1%	E: -1%	F: 0%	G: -4%	H: 0%	I: -14%
> C[C@H](NC(=O)C1CCN(S(=O)(=O)c2ccccc2)CC1)C(=O)NCc1ccc(F)cc1
  A: 12	B: .	C: i	D: 8%	E: 11%	F: -17%	G: -5%	H: 11%	I: 2%
> O=c1c2ccccc2nc(CSc2ncnc3nc[nH]c23)n1-c1cccc(C(F)(F)F)c1
  A: -26	B: -7%	C: ?	D: 6%	E: 1%	F: -8%[9.22 µM]	G: ?	H: 0%	I: 22%
> FC(F)(F)c1ccccc1CN1CCC(Cc2ccccc2)CC1
  A: 36	B: 3%	C: i	D: 25%	E: 6%	F: 1%	G: ?	H: -19%	I: -7%
> COc1cc(Cl)c(S(=O)(=O)N2CCOCC2)cc1Cl
  A: 5	B: 6%	C: i	D: -21%	E: -2%	F: -3%	G: ?	H: 5%	I: 7%
> COc1cccc(CNC(=O)CCC2CCCN(C(=O)c3ccoc3)C2)c1 (stereo not drawn)
  A: 13	B: 8%	C: i	D: -6%	E: -1%	F: 0%	G: -10%	H: 11%	I: 0%
> COCc1cc(C)nc2sc(C(=O)N3CCCCC3)c(N)c12
  A: 0	B: 10%	C: i	D: ?	E: 8%	F: -6%	G: -3%	H: 7%	I: 0%
> CCC(C)N1CCN(C(=O)C2CCN(S(=O)(=O)c3c(C)noc3/C=C/c3ccco3)CC2)CC1 (stereo not drawn)
  A: ?	B: 6%	C: i	D: -3%	E: 0%	F: 15%	G: 17%	H: -17%	I: -30%
> CCOc1ccccc1NC(=S)NC(=O)C1CC1
  A: 6	B: -16%	C: i	D: -25%	E: -1%	F: 3%	G: -1%	H: 3%	I: 1%
> COc1ccc(OC)c(S(=O)(=O)N2CCCC(C(=O)NCc3ccncc3)C2)c1 (stereo not drawn)
  A: 20	B: 19%	C: i	D: 2%	E: 6%	F: -44%[inhibitor]	G: -11%	H: 2%	I: 3%
> CCOC(=O)C1(CC2CCCCO2)CCN(Cc2cn[nH]c2-c2cccc(F)c2)CC1 (stereo not drawn)
  A: 22	B: .	C: i	D: -39%	E: -1%	F: 24%	G: 10%	H: 1%	I: -9%
> O=C(CCCSc1nc2ccccc2[nH]1)NCc1ccccc1F
  A: -13	B: -6%	C: i	D: 0%	E: -3%	F: -14%	G: 7%	H: 2%	I: -6%
> COc1ccc(C(=O)Nc2ccccc2C(=O)NCC2CCCO2)cc1 (stereo not drawn)
  A: -6	B: 7%	C: ?	D: -26%	E: 4%	F: 1%	G: 2%	H: 8%	I: 27%
> Cc1ccc(S(=O)(=O)N2CCCN(C(=O)CNC(=O)c3cccc(C)c3)CC2)cc1
  A: -6	B: -4%	C: i	D: -8%	E: -4%	F: 7%	G: -4%	H: 0%	I: -10%
> CCn1c(SCC(=O)Nc2ccc(F)cc2)nnc1C1CC1
  A: 4	B: 17%	C: i	D: -10%	E: 21%	F: -13%	G: 23%	H: 15%	I: -1%
> COc1ccc(C(=O)Nc2c(F)c(F)c(F)c(F)c2F)cc1OC
  A: -20	B: 19%	C: i	D: 0%	E: 1%	F: .	G: .	H: 9%	I: 22%
> Cc1cc(C)c2nc(-c3ccccn3)cc(C(=O)N3CCCC3)c2c1
  A: -15	B: -1%	C: i	D: 3%	E: -18%	F: -2%	G: 1%	H: -13%	I: -5%
> O=C(Nc1ncnc2sc3c(c12)CCCCC3)c1ccccc1
  A: 2	B: .	C: .	D: ?	E: -8%	F: -9%	G: 0%	H: -2%	I: -5%
> Cc1cccc(CCNC(=O)C2CC(O)CN2C(=O)Nc2ccccc2)c1 (stereo not drawn)
  A: 5	B: .	C: i	D: 22%	E: 0%	F: .	G: .	H: -4%	I: 0%
> COc1ccccc1Nc1nnc(SCC(=O)N2CC(=O)Nc3ccccc32)s1
  A: -23	B: 2%	C: i	D: ?	E: 16%	F: -7%	G: -5%	H: 15%	I: 9%
> COc1ccc(-n2nc(C(=O)NCC(=O)N3CCN(c4ccccn4)CC3)c3ccccc3c2=O)cc1OC
  A: -16	B: 13%	C: i	D: ?	E: -10%	F: -7%	G: 3%	H: -2%	I: -5%
> Cc1cc(-c2ccc(C)c(S(=O)(=O)NCCN3CCC(C)CC3)c2)on1
  A: 0	B: -12%	C: i	D: -10%	E: -1%	F: -13%	G: -5%	H: -20%	I: -17%
> Cn1c(-c2ccco2)nc2cc3ccccc3cc21
  A: -69*	B: -26%	C: i	D: 8.2µM*	E: ?	F: ?	G: ?	H: ?	I: 18µM*
> COc1ccc2cc(CCOC3CCCCO3)ncc2c1 (stereo not drawn)
  A: 1	B: -27%	C: i	D: -11%	E: 2%	F: -2%	G: 24%	H: 4%	I: 5%
> CCOc1ccccc1CNCc1c(C(=O)O)c(C)n(Cc2ccc(Cl)cc2)c1C
  A: .	B: -8%	C: i	D: 0%	E: .	F: .	G: .	H: .	I: 0%
